# Screening results from PubChem BioAssay.
# CaV13 ICDI inh: Primary screen for inhibitors of IQ motif and Ca2+-dependent inactivation inhibitor domain binding in CACNA1D, Förster resonance energy transfer in living cells, …; HEK cells, CFP/YFP FRET ICDI-IQ, plate reader, 10 min; percent FRET-ratio fall versus neutral wells; inhibition, % at 12.3 µM; actives 0.098% (n = 340,000);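 active = mean replicate inhibition of at least 30% and at least 1% of replicates passing that level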;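 also: 0% = median of the neutral control wells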
# MC4R ag barr: MC4R agonists recruiting beta-arrestin, primary screen, cell-based, luminescence, agonist arm of biased-ligand search | Melanocortin receptor 4 (Homo sapiens), P32245 | activation, % at 8.9 µM | U2OS MC4R beta-arrestin complementation; percent of melanotan II response, DMSO zero | actives 0.98% (n = 360,000);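 active = activation above a per-plate cutoff, the mean activation of sample wells on that plate plus 3 SD, cut at about 8% in these data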
# Target sequence (P32245 whole entry, looked up): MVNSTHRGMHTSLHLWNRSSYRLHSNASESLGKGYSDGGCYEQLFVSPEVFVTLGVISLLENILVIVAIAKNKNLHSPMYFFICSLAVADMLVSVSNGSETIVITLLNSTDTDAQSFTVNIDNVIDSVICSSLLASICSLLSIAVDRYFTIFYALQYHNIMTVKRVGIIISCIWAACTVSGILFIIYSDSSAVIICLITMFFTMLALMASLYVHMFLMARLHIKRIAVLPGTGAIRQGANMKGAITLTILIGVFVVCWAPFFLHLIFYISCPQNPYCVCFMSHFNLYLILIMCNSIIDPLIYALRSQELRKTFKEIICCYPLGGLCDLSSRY
# MC4R antagonist: MC4R antagonists of cAMP signaling, primary screen, cell-based, TR-FRET, antagonist arm of biased-ligand search | Melanocortin receptor 4 (Homo sapiens), P32245 | MC4R-expressing cells, MTII-stimulated cAMP, LANCE TR-FRET | inhibition, % at 6.5 µM | actives 0.48% (n = 360,000) | AID 540295, 2011;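 active = inhibition above its plate's cutoff, the mean of tested wells on that plate plus 3 SD, cut at about 29% in these data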;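 also: 0% = Melanotan II alone and 100% = Melanotan II plus saturating MCL0020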
#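 System – human MC4R-expressing U2OS cells · Also added – Melanotan II · Dosing – one concentration, 6.5 µM nominal · Timing – 30-min compound, 1-h challenge, 1-h detection, room temperature · Measured by – Eu-cAMP/anti-cAMP TR-FRET, emission 671 nm · Replicates – singlicate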
# N-glyco inh: increase of ERlucT glycosylation luciferase signal, primary screen, N-linked glycosylation inhibitor project, D54 ERlucT cells, luminescence, set 2 | reporter increase, % at 12.5 µM | D54 ERlucT glycosylation luciferase reporter, 24 h; percent of 100 nM tunicamycin response | actives 0.23% (n = 360,000);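 active = mean luciferase reporter signal, scaled so untreated is 0 and the glycosylation-blocking control 100, at or above a set limit in every replicate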;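 also: luciferase carries N-glycosylation sites so blocking glycosylation raises the light; 0% = median of neutral control wells and 100% = median of 100 nM tunicamycin wells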
# ABCB6 inh 2: ABCB6 transporter inhibitors, primary screen, K562-ABCB6 cells, flow cytometry, MLPCN library; fluorescence ratio to DMSO, % at 10 µM; AID 602162, 2011; actives 0.19% (n = 360,000); K562-ABCB6 porphyrin accumulation, 1 h; hits give low values; ATP-binding cassette sub-family B member 6 (Homo sapiens), Q9NP58;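 active = fluorescence ratio to DMSO below 75%, the collection mean minus 3 SD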;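 also: signal is porphyrin accumulated inside mitochondria; 100% equals median channel fluorescence of DMSO control wells; lower ratio means ABCB6 inhibition with less porphyrin fluorescence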
# ABHD5 PLIN5 PPI: ABHD5-PLIN5 interaction inhibitors, primary screen, cell lysate, split luciferase complementation, luminescence | Perilipin-5 (Homo sapiens) + 1-acylglycerol-3-phosphate O-acyltransferase ABHD5 (Homo … | Split G. princeps luciferase complementation, 4 h | inhibition, % at 4 µM | actives 0.78% (n = 360,000) | AID 602281, 2012;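 active = inhibition above the mean inhibition across every tested compound plus 3 SD, cut at about 22% in these data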;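 also: 0% = DMSO only wells and the 100% control is not disclosed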
# PDI turbidity: inhibitors of human PDI, primary screen, biochemical, turbidity, single point, plate reader | Protein disulfide-isomerase (Homo sapiens), P07237 | PDI insulin aggregation turbidity, A650, 90 min | inhibition, % at 10 µM | actives 0.052% (n = 350,000) | AID 588391, 2011;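 active = mean inhibition across replicates of 30% or more, whatever share of single replicates reach that level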;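 also: absorbance from insulin aggregation driven by PDI reduction with DTT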
# Target sequence (P07237 whole entry, looked up): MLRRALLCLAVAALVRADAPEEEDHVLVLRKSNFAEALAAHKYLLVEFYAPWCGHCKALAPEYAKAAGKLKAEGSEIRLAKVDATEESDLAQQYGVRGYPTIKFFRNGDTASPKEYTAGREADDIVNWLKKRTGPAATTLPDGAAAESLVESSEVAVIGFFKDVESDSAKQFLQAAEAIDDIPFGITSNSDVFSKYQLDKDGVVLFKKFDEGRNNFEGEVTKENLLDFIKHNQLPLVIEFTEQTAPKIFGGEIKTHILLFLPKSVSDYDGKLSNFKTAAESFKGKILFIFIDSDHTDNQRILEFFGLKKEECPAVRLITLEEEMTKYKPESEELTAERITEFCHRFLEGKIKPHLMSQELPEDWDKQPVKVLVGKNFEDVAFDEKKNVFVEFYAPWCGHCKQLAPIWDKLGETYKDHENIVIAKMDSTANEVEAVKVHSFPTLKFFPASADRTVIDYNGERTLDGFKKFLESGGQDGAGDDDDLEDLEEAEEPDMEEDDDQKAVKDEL
# HTR2A ag: mouse Htr2a agonists via beta-arrestin recruitment, primary screen, cell-based, luminescence | CHO-K1 mHTR2A beta-arrestin complementation; percent of 30 µM serotonin response | AID 624169, 2012 | activation, % at 7.6 µM | actives 0.66% (n = 360,000);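 active = activation above a run cutoff, the mean activation of all tested compounds plus 3 SD, cut at about 14% in these data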;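 also: 0% = plate median of compound wells and 100% = 30 µM serotonin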
# Granule exo inh: LAMP-1 surface exposure blockers, TALL-104 cells – cell-based, flow cytometry, MLPCN library, primary screen; TALL-104 LAMP-1 surface exposure; cells stimulated with thapsigargin and PMA; inhibition, % at 10 µM; actives 0.66% (n = 360,000);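 active = inhibition above about 55%, limit read from the data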
# H9c2 protect: cardioprotection against H2O2-induced cell death, primary screen, uHTS, H9c2 cells, ATPLite luminescence; protection from H2O2 cell death, % at 20 µM; H9c2 cardiomyocytes, H2O2 injury protection, 2 h; AID 588492, 2011; actives 0.63% (n = 360,000);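 active = compounds giving at least 50% protection of heart cells from peroxide-induced death in the single-dose screen, raw or plate-pattern-corrected value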;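 also: 0% = DMSO wells with peroxide and 100% = DMSO wells without peroxide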
# Starred values were filed as active, the others as inactive; nt = no result given.
SMILES,CaV13 ICDI inh,MC4R ag barr,MC4R antagonist,N-glyco inh,ABCB6 inh 2,ABHD5 PLIN5 PPI,PDI turbidity,HTR2A ag,Granule exo inh,H9c2 protect
Cc1nn(CCCC(=O)N2CCN(c3ccc(F)cc3)CC2)c(C)c1[N+](=O)[O-],-5,-2.4,-7,1,95,-3,4,-5,-2,2
c1csc(-c2cnc3n2CCCC3)c1,nt,-1.2,11,-1,91,1,7,1,-3,-1
CCCCc1n[nH]c(=S)n1Cc1ccc(C)cc1,-3,-2.3,-6,2,97,1,-5,-3,7,-2
CC(NC(=O)C(=O)NCC1CCCO1)c1ccccc1 (centres undefined),-5,-3.1,19,1,95,-4,6,-2,3,-5
COc1ccc(-c2cc3onc(-c4c(Cl)cccc4Cl)c3c(=O)n2C)cc1,-10,-2.0,-10,-3,88,6,-5,3,7,-4
O=[N+]([O-])c1ccc(Cl)c2cccnc12,6,-0.9,-7,1,106,1,-3,5,1,7
O=S(=O)(c1ccc(Cl)cc1)N1CCCCCC1,-1,-2.1,2,-1,98,-3,-11,-2,-1,-5
O=C(Nc1ccccc1)NC1CCS(=O)(=O)C1 (centres undefined),nt,0.8,3,-1,103,2,-10,5,-1,0
COC(=O)c1cc(Br)c(=O)n(-c2cccc(F)c2)c1,-4,1.6,2,1,85,1,5,-2,0,2
CCN1C(=O)[C@@H]2[C@@H]3CN(S(=O)(=O)c4ccc(C)cc4)[C@@H](c4ccccc4Cl)[C@@H]3C(=O)C[C@@H]2C1=O,-3,nt,nt,4,104,-4,nt,0,-6,1
COc1ccc(N2CCN(CC(=O)N3N=CCC3c3ccccc3)CC2)cc1 (centres undefined),4,1.0,-4,5,99,1,8,-1,-1,-1
CCN1CCc2c(sc(NC(=O)c3cc4ccccc4cc3OC)c2C(N)=O)C1,nt,1.8,13,-1,113,16,-7,-3,45,-16
CCOc1ccc(NC(=O)N2CCN(S(C)(=O)=O)CC2)cc1,-5,-1.1,-5,1,97,5,6,4,0,3
Cc1ccc(F)cc1CNC(=O)C1CCC(=O)N(CC2CCCCC2)C1 (centres undefined),-3,-0.5,-2,-1,98,0,9,-1,-1,3
COc1ccccc1NC(=O)N1CCC(C(=O)c2ccc(Cl)cc2)CC1,-8,-0.8,-4,2,96,-8,-2,7,15,-2

# Sorted by the number under Granule exo inh (descending): 4 of the compounds above
canonical_smiles	CaV13 ICDI inh	MC4R ag barr	MC4R antagonist	N-glyco inh	ABCB6 inh 2	ABHD5 PLIN5 PPI	PDI turbidity	HTR2A ag	Granule exo inh
CCN1CCc2c(sc(NC(=O)c3cc4ccccc4cc3OC)c2C(N)=O)C1	nt	1.8	13	-1	113	16	-7	-3	45
CCCCc1n[nH]c(=S)n1Cc1ccc(C)cc1	-3	-2.3	-6	2	97	1	-5	-3	7
CCOc1ccc(NC(=O)N2CCN(S(C)(=O)=O)CC2)cc1	-5	-1.1	-5	1	97	5	6	4	0
Cc1ccc(F)cc1CNC(=O)C1CCC(=O)N(CC2CCCCC2)C1 (centres undefined)	-3	-0.5	-2	-1	98	0	9	-1	-1

# As entered above.
# Result for O=C(Nc1ccccc1)NC1CCS(=O)(=O)C1 (centres undefined) in ABCB6 inh 2: 103
# Result for c1csc(-c2cnc3n2CCCC3)c1 in ABCB6 inh 2: 91

# The listing picks up, repeating the two entries before the break.
SMILES,CaV13 ICDI inh,MC4R ag barr,MC4R antagonist,N-glyco inh,ABCB6 inh 2,ABHD5 PLIN5 PPI,PDI turbidity,HTR2A ag,Granule exo inh,H9c2 protect
Cc1ccc(F)cc1CNC(=O)C1CCC(=O)N(CC2CCCCC2)C1 (centres undefined),-3,-0.5,-2,-1,98,0,9,-1,-1,3
COc1ccccc1NC(=O)N1CCC(C(=O)c2ccc(Cl)cc2)CC1,-8,-0.8,-4,2,96,-8,-2,7,15,-2
CC(C)c1ccc(NC(=O)CCNC(=O)Cn2cnc3ccccc3c2=O)cc1,-2,0.8,14,4,93,4,-20,0,5,3
O=C(c1cccc(NC2=NC3CS(=O)(=O)CC3S2)c1)N1CCN(c2ncccn2)CC1 (centres undefined),-5,1.6,10,3,99,9,nt,3,16,2
O=S(=O)(NCCCCNS(=O)(=O)c1ccc(F)cc1)c1ccc(F)cc1,4,-0.2,7,-2,98,1,-2,-4,-1,-2
CC1=NOC2(C1)N(C)c1ccccc1C2(C)C (centres undefined),-8,-0.2,2,0,98,5,1,3,2,3
CCOc1ccc(CCN2C(=S)N([C@@H](CC(C)C)CN3CCCC3CN3C(=S)NC[C@@H]3Cc3ccc(O)cc3)C[C@@H]2CC(C)C)cc1 (some centres undefined),-8,-2.1,7,-10,104,-5,2,-9,10,-20
O=C(OCc1cc(Cl)ccc1OC(F)F)c1cccnc1,-2,2.3,1,0,99,4,-6,-4,-3,0
CCOc1cccc(C(=O)Nc2cccnc2)c1,-6,-2.2,-2,2,120,2,-10,-2,0,2
COc1ccccc1CNS(=O)(=O)c1ccc(-c2cc(C)no2)cc1,-7,-3.5,-19,20,103,-6,-5,-16,8,-11
COc1ccc(OC)c(C2C(C(C)=O)=C(O)C(=O)N2CCC(=O)O)c1 (centres undefined),-10,-2.8,3,1,93,3,-1,5,-3,0
O=C(Cn1cccc1C(=O)c1ccccc1)NCc1ccc(F)cc1,-7,-1.7,8,0,102,-1,-6,2,0,10
CNC(=O)C1Cc2c(-c3ccc(Cl)cc3)ccnc2O1 (centres undefined),-11,-2.3,2,-1,97,-1,-1,5,23,2
CC(=O)c1ccc(S(=O)(=O)NC2CC(=O)N(c3ccc(Cl)cc3)C2)cc1 (centres undefined),-5,-3.6,11,-1,103,6,1,8,-2,-5
C[C@H]1CN([C@@H](C)CO)C(=O)c2cc(C3=CCCCC3)cnc2O[C@@H]1CN(C)C(=O)Cc1ccccc1,-3,-0.3,0,1,92,8,-1,1,-1,-4
Nc1nc(=S)[nH]c2c1C1(CCCC1)Cc1ccccc1-2,-4,-0.9,7,1,121,-1,-2,-5,3,5
Cc1ccc(NC(=O)CN2CCCC2)c2c1CC(C)(C)O2,-3,-3.9,1,2,99,-1,-8,4,-2,1
COc1cccc(C(=O)c2c(C)c(CCC#N)n3ccccc23)c1OC,-1,-2.3,7,3,92,-3,0,-1,0,-2
O=C(O)c1cc(S(=O)(=O)NC(CO)C(O)c2ccc([N+](=O)[O-])cc2)ccc1Br (centres undefined),-4,-0.9,16,1,95,7,13,2,-6,2
CCOc1ccc(C(=O)CN2CCN(S(=O)(=O)c3ccc(OC)cc3)CC2)cc1,-7,-0.2,5,2,202,-2,4,-2,20,-15
CCOc1c2ccc(C(=O)NCc3ccc(C(F)(F)F)cc3C(F)(F)F)cc2nn1C,-11,2.4,9,2,99,5,-3,-5,-3,-7
Nn1c(SCC(=O)NC2CCS(=O)(=O)C2)nc2scc(-c3ccccc3)c2c1=O (centres undefined),-5,-0.4,-7,1,101,0,2,-1,-4,2
Cc1c(C(=O)OC(C)C)nnn1-c1nonc1N,-4,-0.1,6,1,99,0,-1,-2,-5,18
Cc1ccc(C(=O)Nc2cc(C)nn2CCC#N)cc1,-3,-0.4,-3,0,74*,2,1,-8,4,4
Cc1nn(-c2ccccc2)cc1/C=N/NC(N)=S,-5,0.2,6,2,95,10,-11,-6,16,-4
CCOc1ccccc1NC(=O)CSc1nnc(C2CC2)n1CC,-3,-0.5,16,0,100,2,3,-10,-9,-7
COc1ccccc1NC(=O)COC(=O)c1ccccc1SCC(=O)N1CCCC1,-12,-0.9,3,-1,101,-5,-5,-4,1,6
Cc1ccc2oc3c(c(=O)c2c1)C(c1cccc(O)c1)N(c1ccccn1)C3=O (centres undefined),-10,-1.9,12,3,99,6,nt,4,13,17
O=C(CSc1nc2ccccc2c(=O)n1CCCN1CCOCC1)c1c[nH]c2ccccc12,0,4.5,-1,-3,100,12,2,8,4,25
CNC(=O)CC1C(=O)N(c2ccc(Cl)cc2)C(=S)N1NC(=O)c1cccc(F)c1 (centres undefined),-5,-0.8,3,1,98,-1,-8,0,-14,-1
CCOc1cc(/C=N/Nc2nn3cnnc3c3ccccc23)ccc1O,-15,-3.2,-26,2,93,-10,6,1,-6,-12
O=S(=O)(c1ccc(Cl)cc1)N1CCC(n2cnc3cc(C(F)(F)F)ccc32)CC1,-11,5.8,7,-5,100,-1,9,3,-2,7

# Complete entries as entered above. Screens in order: CaV13 ICDI inh	MC4R ag barr	MC4R antagonist	N-glyco inh	ABCB6 inh 2	ABHD5 PLIN5 PPI	PDI turbidity	HTR2A ag	Granule exo inh	H9c2 protect
# `COc1ccccc1NC(=O)COC(=O)c1ccccc1SCC(=O)N1CCCC1` in the list: -12	-0.9	3	-1	101	-5	-5	-4	1	6
# `CCOc1cc(/C=N/Nc2nn3cnnc3c3ccccc23)ccc1O` in the list: -15	-3.2	-26	2	93	-10	6	1	-6	-12
# `CCOc1ccccc1NC(=O)CSc1nnc(C2CC2)n1CC` in the list: -3	-0.5	16	0	100	2	3	-10	-9	-7
# `O=S(=O)(c1ccc(Cl)cc1)N1CCC(n2cnc3cc(C(F)(F)F)ccc32)CC1` in the list: -11	5.8	7	-5	100	-1	9	3	-2	7
# `CCOc1c2ccc(C(=O)NCc3ccc(C(F)(F)F)cc3C(F)(F)F)cc2nn1C` in the list: -11	2.4	9	2	99	5	-3	-5	-3	-7

# Remaining list, next part
SMILES,CaV13 ICDI inh,MC4R ag barr,MC4R antagonist,N-glyco inh,ABCB6 inh 2,ABHD5 PLIN5 PPI,PDI turbidity,HTR2A ag,Granule exo inh,H9c2 protect
CCOC(=O)NC(=O)/C(C#N)=C\Nc1sccc1C(=O)OC,-15,-2.4,-2,1,101,-4,-5,-5,-2,-2
CC(C)(C)n1nnnc1CN1CCN2CCCC2C1 (centres undefined),nt,-1.1,0,3,89,-3,-4,-1,-3,0
COc1cccc(-c2cnc(C(O)c3ccc(Cl)c(Cl)c3)[nH]2)c1 (centres undefined),-10,1.5,1,1,95,-2,8,-1,0,-8
O=C(CNC(=O)c1ccncc1)N/N=C/c1cc(Br)ccc1O,-3,-2.3,2,1,102,0,-4,0,-2,26
CC(c1ccco1)N(C(=O)c1ccccc1NS(=O)(=O)c1ccc(Cl)c([N+](=O)[O-])c1)c1ccccn1 (centres undefined),-5,-1.5,39*,-4,100,5,-2,8,41,3
